Assay outcomes as filed in PubChem BioAssay.
AmpC inh detg: qHTS Inhibitors of AmpC Beta-Lactamase (assay with detergent); Potency, µM (series often up to 114 µM), inactives show at the highest dose activity change, negative = inhibition, hits mostly inhibitors; actives 0.041% (n = 370,000); AID 485294, 2010; AmpC hydrolysis of nitrocefin, absorbance 480 nm, 0.01% Triton;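 note: potency is the fitted concentration of half-maximal effect; 0% = no-compound wells and -100% = no-enzyme wells; nearly all actives have a fitted effect of over 25% in size; some results filed as inactive show a strong effect at the top dose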
Target sequence (P00811 whole entry, looked up): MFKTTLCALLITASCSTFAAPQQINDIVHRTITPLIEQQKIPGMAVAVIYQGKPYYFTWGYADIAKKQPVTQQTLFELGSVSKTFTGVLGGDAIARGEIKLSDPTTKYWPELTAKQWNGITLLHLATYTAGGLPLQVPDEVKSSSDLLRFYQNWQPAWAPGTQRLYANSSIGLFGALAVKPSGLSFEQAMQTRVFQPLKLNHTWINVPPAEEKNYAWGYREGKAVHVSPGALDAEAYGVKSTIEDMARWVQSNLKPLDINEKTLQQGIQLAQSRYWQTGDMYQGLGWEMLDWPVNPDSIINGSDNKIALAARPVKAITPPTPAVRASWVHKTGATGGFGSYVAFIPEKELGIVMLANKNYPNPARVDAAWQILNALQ
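20 mM phosphate pH 7.0 + 0.01% (detergent screen) or 0.0001% Triton X-100; 5.3 nM AmpC reagent; cpd preinc 15 min RT; nitrocefin (800 uM stock) to start; A480 q20 s × 4 min; Activity was normalised to no-enzyme and no-compound control wells.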
Shiga toxin inh: A qHTS for Small Molecule Inhibitors of Shiga Toxin; Vero cells, Shiga toxin protein synthesis inhibition reporter; inhibition, % at 38.7 µM; actives 9.2% (n = 290,000); in the data active = inhibition mostly above about 28%, no sharp cut-off; inactive = mostly below about 43%; note: 0% is about no effect
AmpC inh no detg: qHTS Inhibitors of AmpC Beta-Lactamase (assay without detergent). P00811. AmpC nitrocefin hydrolysis, absorbance 480 nm, 0.0001% Triton. Potency, µM (doses to about 57.1 µM), for the others: at the highest dose activity change, negative = inhibition, actives largely listed as inhibitors. actives 0.52% (n = 330,000). AID 485341, 2010;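 note: potency is the fitted concentration of half-maximal effect; plate controls were no compound for no effect and no enzyme for full effect; nearly all actives have a fitted effect of over 20% in size; some results filed as inactive show a strong effect at the top dose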
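AmpC (5.3 nM in the dispensed reagent) in 20 mM phosphate pH 7.0 with 0.01% (detergent screen) or 0.0001% Triton X-100 was preincubated with compounds for 15 min at room temperature. Nitrocefin was then added from an 800 uM solution, and hydrolysis was followed at 480 nm.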
Cycloheximide cs: Cycloheximide Counterscreen for Small Molecule Inhibitors of Shiga Toxin; cell reporter, cycloheximide protein synthesis inhibition counterscreen; max response, %; actives 12% (n = 300,000); AID 2314, 2010; in the data active = max response mostly above about 13%, no sharp cut-off; inactive = mostly below about 14%; note: read at 38.3 µM for the half of the compounds with a filed dose; 0% is about no effect
HCMV antiviral: qHTS Assay for inhibitors of the human cytomegalovirus (HCMV); activity change, negative = inhibition, % at 57.5 µM; AID 1259415, 2018; actives 4.5% (n = 410,000); HFF cells, HCMV-luciferase reporter, 72 h; stronger effect = lower value; in the data active = activity change below about -60%; inconclusive = no clear call, values can overlap the other calls; inactive = above about -39%; note: % is set by controls: 0 for no effect and ±100 for the full control effect
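Luciferase read-out from HCMV-luciferase-infected HFFs (MOI 1 PFU/cell) 72 h post infection at 37C; compounds added after 16 h cell attachment; activity normalized between buffer-only basal and Salinomycin (10uM) inhibitor controls.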
AMA1 RON2 block: qHTS for Inhibitors of AMA1-RON; Towards Development of Antimalarial Drug Lead: Primary Screen | AlphaScreen AMA1-biotinylated RON2 peptide binding | Plasmodium falciparum AMA1 (3D7) - RON2 peptide interaction | actives 0.2% (n = 360,000) | Potency, µM (top dose mostly 58.2 µM), without a hit: top-dose activity change, negative = inhibition, hits mostly inhibitors;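 note: potency is the fitted concentration of half-maximal effect; 0% = vehicle wells and -100% = peptide control; nearly all actives have a fitted effect of over 45% in size; some results filed as inactive show a strong effect at the top dose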
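AMA1 (3D7) with his tag at 25 nM final met compounds first, then biotinylated RON2 peptide at 25 nM; detection used donor plus acceptor beads, 10 µg/mL apiece, read by AlphaScreen after 30 min at room temperature.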
FBPA Giardia inh: qHTS Assay for Inhibitors of Fructose-1,6-bisphosphate Aldolase from Giardia Lamblia | purified Giardia FBPA | AID 2451, 2010 | Potency, µM (highest dose often 59.6 µM), for inactives: at the highest dose activity, negative = inhibition, usual class: inhibitors | actives 0.71% (n = 290,000); note: potency is the fitted concentration of half-maximal effect; % is set by controls: 0 for no effect and ±100 for the full control effect; nearly all actives have a fitted effect of over 55% in size
Target sequence (A8B2U2 whole entry, looked up): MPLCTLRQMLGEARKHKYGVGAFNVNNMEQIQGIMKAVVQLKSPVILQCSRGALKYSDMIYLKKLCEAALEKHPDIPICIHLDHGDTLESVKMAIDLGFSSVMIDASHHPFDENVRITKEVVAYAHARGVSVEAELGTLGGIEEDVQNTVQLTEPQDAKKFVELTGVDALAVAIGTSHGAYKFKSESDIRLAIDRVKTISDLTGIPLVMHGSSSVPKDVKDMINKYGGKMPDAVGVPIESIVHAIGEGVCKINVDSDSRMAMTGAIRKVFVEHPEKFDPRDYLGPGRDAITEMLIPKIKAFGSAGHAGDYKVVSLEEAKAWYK
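40 nM FBPA preincubated 10 min at RT with compound (up to 57.5 uM final), then substrate plus GAPDH/TPI/NAD/arsenate coupling and diaphorase/resazurin added. Fluorescence read after 20 min at RT, 525/598 nm.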
Numbers without * were called inactive; ? = inconclusive; . = not tested or not shown; & = joins results of further samples; [ ] = another dose, or the depositor's remark. Unless noted, calls come from the whole dose curve; as a rule, active = well fitted curve in the direction sought with a large enough effect; inconclusive = small, poorly fitted or top-dose-only effect, or another doubt; inactive = no such curve, though single readings can be large; an effect the other way counts as inactive or inconclusive.

SMILES	AmpC inh detg	Shiga toxin inh	AmpC inh no detg	Cycloheximide cs	HCMV antiviral	AMA1 RON2 block	FBPA Giardia inh
C(#CCN1CCC(Cc2ccccc2)CC1)COCCOCc1ccccc1	?	-10	78%[activator]	-3	-4	11%	2%
Cc1cn([C@H](C(=O)NCCCCCCCCCCC(=O)N2CCNCC2)[C@@H](C)O)nn1	?	.	2%	.	10	37%[activator]	.
CSCc1nnc2n1-c1ccc(Cl)cc1C(c1ccccc1)=NC2	3%	2	38%	-4	-30	-9%	13%
Nc1nc(-c2cccs2)c(-c2cccs2)s1	-15%	-6	-22%	-2	32	-12%	-2%
CN(C(=O)COC(=O)/C=C/c1ccc(C(F)(F)F)cc1)c1c(N)n(Cc2ccccc2)c(=O)[nH]c1=O	-1%	.	161%[activator]	.	-25	-12%	.
COc1ccccc1NC(=O)Cc1c(F)cccc1Cl	7%	-11	-12%	-7	5	27%	-10%
S=c1[nH]nc(-c2ccco2)n1/N=C/c1cccs1	-9%	10	-21%	-3	-2	56%[activator]	0%
CC(C)(C)c1nnc(NC(=O)CN2C(=O)C3C4C=CC(C4)C3C2=O)s1 (stereo not drawn)	1%	-7	-12%	1	43	-5%	-2%
CCN(c1cccc(C(F)(F)F)c1)S(=O)(=O)c1ccc2c(c1)CCN2C(=O)C1CC1	-4%	-5	30%	-1	-82*	-11%	1%
Cc1cccc(OCC(=O)NCC(=O)N/N=C/c2c(C)[nH]c3ccccc23)c1	-9%	3	60%	-4	-36	-12%	-10%
CN(C)CCN1C(=O)c2oc3ccc(F)cc3c(=O)c2C1c1ccncc1 (stereo not drawn)	?	11	?	-2	-18	29%	0%
Cc1ccc(OCC(O)CN2CCOCC2)cc1 (stereo not drawn)	?	.	-8%	-3	63	0%	5%
CC(C)c1ccc(NC(=S)NCc2ccc3c(c2)OCO3)cc1	5%	36	-39%	12	14	58%[activator]	-4%
NCCN=C1NS(=O)(=O)c2ccccc21	5%	-5	-20%	-5	-33	52%[activator]	4%
CCOCC(O)CNC(=O)c1ccc2nc(Cc3ccc(OC)c(OC)c3)oc2c1 (stereo not drawn)	-10%	10	24%	2	74	2%	8%
NC(=O)CS(=O)(=O)c1nc2ccccc2n1CC(=O)N1CCCCC1	-4%	-7	-25%	-3	?	-5%	5%
O=c1cc2c(nn1Cc1c(Cl)cccc1Cl)-c1ccccc1CC2	1%	-6	-1%	0	-24	10%	-1%
CC(C)CNS(=O)(=O)c1ccc(CCC(=O)NCCc2ccccc2)cc1	1%	13	3%	-4	37	0%	5%
COC(=O)c1c(C(=O)OC)c2n(c1C)CCS2	-2%	-1	-11%	-1	-1	18%	5%
O=C(Oc1ccc(-n2cnnn2)cc1)c1ccco1	-9%	31	-11%	12	3	-13%	-1%
O=C(NCCC(=O)N1CCN(c2ncccn2)CC1)c1ccccc1Cl	2%	-4	-2%	-3	-2	-1%	1%
N#Cc1cc(N2CCCCC2)c([N+](=O)[O-])cc1C#N	?	-6	-11%	5	-64*	4%	0%
COC(=O)c1ccccc1NC(=O)C1CCCN(S(C)(=O)=O)C1 (stereo not drawn)	?	29	-8%	3	6	13%	-1%
OCCN1CCN(Cc2cc(Cl)c3cccnc3c2O)CC1	-11%	-12	-3%	-3	-33	-95%	?
Cc1cc(-n2nc(C)cc2C)nc(NS(=O)(=O)c2ccccc2)n1	-13%	-10	-19%	-2	-11	10%	-21%

More records follow:
SMILES	AmpC inh detg	Shiga toxin inh	AmpC inh no detg	Cycloheximide cs	HCMV antiviral	AMA1 RON2 block	FBPA Giardia inh
Cc1cc(C(F)(F)F)nn1CC(=O)NNC(=S)NCC(C)C	?	-14	-4%	-8	-7	58%[activator]	7%
CC1=CC2=NC(=O)/C(=C\c3cccn3CCOc3cc(C)ccc3C)C(=N)N2O1	-15%	-8	-24%	-2	-33	-16%	-3%
O=C(Cc1ccc(Br)cc1)N/N=C/c1ccc(-c2cccc(C(=O)O)c2)o1	7%	102*	-37%	31*	35	13%	15%
COC(=O)c1ccc2c(=O)n(CCO)c(=S)[nH]c2c1	1%	13	-11%	-1	-8	46%[activator]	-14%
CC(=O)Nc1ccc(NC(=O)CSc2ccc(-c3cccs3)nn2)cc1	-14%	4	-40%	3	12	-7%	0%
CCc1ccccc1OCC(=O)Nc1ccc(C)c(S(=O)(=O)N2CCCCCC2)c1	-2%	.	-12%	.	-13	14%	.
CCCCNS(=O)(=O)c1ccc2c(c1)oc(=O)n2CC(=O)OCC	-13%	-29	-3%	-5	119	-9%	-1%
Cc1[nH]c2ccccc2c1Cc1nnc(SCCC#N)o1	?	15	-15%	1	47	-8%	17%
COC(=O)C(Cc1ccc(O)cc1)NC(=O)C1CCN(S(=O)(=O)c2ccc(C)cc2)CC1 (stereo not drawn)	-14%	1	-4%	-2	23	-11%	2%
COc1ccc(S(=O)(=O)NCCCCCC(=O)NCCCN2CCOCC2)cc1	-3%	-13	0%	-3	9	19%	3%
O=C(NCCN1CCOCC1)c1ccccc1Cl	-14%	2	-1%	-2	35	4%	25%
O=C(NCCC1=CCCCC1)C1CCCN(S(=O)(=O)c2cccc3cccnc23)C1 (stereo not drawn)	?	7	14%	-1	-15	0%	-1%
CCOC(=O)C(Cc1ccccc1)NC(=O)Cn1nnc(-c2ccccc2)n1 (stereo not drawn)	0%	-10	-5%	-3	15	2%	1%
CCCCOCCCNC1=NCCCCC1	-11%	-14	-8%	-3	19	-5%	-22%
COc1ccc(N=c2oc3cc(O)ccc3cc2C(=O)NCC2CCCO2)cc1 (stereo not drawn)	-20%	-2	77%[activator]	16	5	0%	6%
CC1=CC(C)(C)N(C(=O)CSc2nnc(C)s2)c2ccc(C)cc21	0%	-14	38%	-3	-34	0%	7%
CCN(CC)S(=O)(=O)c1ccc(C(=O)Nc2ccc(C(F)(F)F)n(C)c2=O)cc1	1%	51	-26%	-6	-24	-2%	.
CC(C)(C)NC[C@@H](O)COc1cccc2c1CCCC2=O	-12%	.	-8%	.	-38	8%	.
COc1cccc(/C=C2/Sc3ccc(C(=O)NCCN4CCCC4)cc3NC2=O)c1	-3%	8	43%	6	-38	-5%	-22%
O=C(Cc1ccccc1)NC1(O)C(=O)c2ccccc2C1=O	5%	4	-22%	1	35	10%	-25%
O=C(NCC(c1ccco1)N1CCOCC1)c1cccc([N+](=O)[O-])c1 (stereo not drawn)	?	-3	-1%	7	-6	19%	-1%
C=C1[C@@H](C)C2[C@H](Cc3ccccc3)NC(=O)[C@]23OC(=O)CC[C@H](O)CCC[C@H](C)C/C=C/[C@H]3[C@@H]1O (stereo partly drawn)	-3%	-2	14%	-4	.	.	-6%
CN1c2ccc([N+](=O)[O-])cc2CC2(C(=O)NC(=O)NC2=O)C1c1ccccc1 (stereo not drawn)	-11%	-4	4µM*	-2	-20	-22%	-2%
OC(CN1CCN(c2ccccn2)CC1)Cn1c2ccc(Cl)cc2c2cc(Cl)ccc21 (stereo not drawn)	8%	32	55%	2	5	-4%	-4%
COc1ccccc1C(=O)NNC(=O)c1ccc(Br)o1	6%	82*	-13%	44*	9	33%[activator]	.

Some of these compounds in order of molar mass, rising:
SMILES	AmpC inh detg	Shiga toxin inh	AmpC inh no detg	Cycloheximide cs	HCMV antiviral	AMA1 RON2 block	FBPA Giardia inh
COC(=O)c1ccc2c(=O)n(CCO)c(=S)[nH]c2c1	1%	13	-11%	-1	-8	46%[activator]	-14%
CCc1ccccc1OCC(=O)Nc1ccc(C)c(S(=O)(=O)N2CCCCCC2)c1	-2%	.	-12%	.	-13	14%	.
COC(=O)C(Cc1ccc(O)cc1)NC(=O)C1CCN(S(=O)(=O)c2ccc(C)cc2)CC1 (stereo not drawn)	-14%	1	-4%	-2	23	-11%	2%

Next records.
SMILES	AmpC inh detg	Shiga toxin inh	AmpC inh no detg	Cycloheximide cs	HCMV antiviral	AMA1 RON2 block	FBPA Giardia inh
O=C(CSc1nc2ccccc2c2nc3ccccc3n12)NCc1ccco1	-1%	50*	3%	28*	26	15%	-4%
COc1ccc(NC(=O)c2cc(-c3cc(OC)c(OC)c(OC)c3)nc3ccccc23)c(OC)c1	-2%	15	-7%	-7	0	0%	7%
O=C([C@H](Cc1ccc(O)cc1)n1cc(CCO)nn1)N1CCNCC1	-3%	-11	0%	1	-3	-1%	-13%
CCCNC(=O)CCc1nnc2ccc(N3CCC(C)CC3)nn12	0%	-6	11%	3	-1	0%	7%
CC(C)(C)SCCNC(=O)/C=C/c1cccc([N+](=O)[O-])c1	?	66*	-5%	26*	13	1%	-5%
O=C(Nc1nc2ccccc2[nH]1)C1CCCC1	4%	81*	-28%	60*	35	8%	1%
c1ccc(Cn2ccnc2SCc2nnc(-c3ccccc3)o2)cc1	-2%	14	.	19	8	11%	-9%
COc1cc(O)c(C(CCN2CCN(c3ccccc3)CC2)c2ccc(N(C)C)cc2)c(OC)c1 (stereo not drawn)	0%	27&-3	63%[activator]	-3&-2	59	11µM*	-12%&-9%
NC(=S)NNC(=O)[C@@H]1CCCC[C@@H]1C(=O)O	-12%	-10	-41%	-3	.	-1%[2.32 µM]	?
CN(Cc1nc2ccc(F)cc2[nH]1)Cc1c(C(=O)N(C)C)nc2ccc(Cl)cn12	6%	-6	5%	-2	-13	12%	-3%
O=C(CSc1nnnn1Cc1ccccc1)NCC(=O)c1ccccc1	-8%	-1	-2%	-2	-8	12%	1%
CCOc1ccc(Cn2c(=O)oc3ccccc32)cc1	2%	-3	-1%	2	76&18	-3%	10%
O=C(C(Cl)c1ccccc1)N1CCCC1 (stereo not drawn)	?	21	-6%	-5	-36	-9%	0%
OC1(c2cccs2)CN(c2ccc(Cl)cc2)C2=[N+]1CCCC2 (stereo not drawn)	-6%	-10	-17%	-5	36	-11%	5%
CC(C)c1ccc(/C=N/N2CCN(c3ccccn3)CC2)cc1	1%	43*	-12%	21*	-63*	-4%	0%
CCOc1ccc(NC(=O)CSc2nnc(C)n2CC)cc1	2%	-5	3%	-1	-3	9%	4%
Cc1cc(C)cc(NC(=O)CN2C(=O)COc3ccc(S(=O)(=O)N4CCCC4)cc32)c1	2%	4	-44%	1	-3	-4%	17%
CCC(C)C(=O)Nc1ccc(S(=O)(=O)N2CCCC2)cc1 (stereo not drawn)	?	-2	-4%	0	1	0%	11%

Retrieved one by one from the entries so far:
SMILES	AmpC inh detg	Shiga toxin inh	AmpC inh no detg	Cycloheximide cs	HCMV antiviral	AMA1 RON2 block	FBPA Giardia inh
CCOc1ccc(Cn2c(=O)oc3ccccc32)cc1	2%	-3	-1%	2	76&18	-3%	10%
O=C(CSc1nc2ccccc2c2nc3ccccc3n12)NCc1ccco1	-1%	50*	3%	28*	26	15%	-4%
